Source: PubChem (National Center for Advancing Translational Sciences (NCATS))
Fluorescein autfl: qHTS Assay for Spectroscopic Profiling in Fluorescein Spectral Region. Compound autofluorescence, 480/540 nm, fluorescein-equivalent; active compounds read high. max fluorescein-equivalent concentration, M. 59,000 compounds, 0.91% hits. AID 593, 2007; in the data active = max fluorescein-equivalent concentration above about 10 nM; inconclusive = between about 1.1 nM and that limit
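Compounds (23 nL) in 100 mM Tris pH 8.0, 15 min at room temperature, then fluorescence read at 480 nm excitation/540 nm emission. Signal converted to fluorescein-equivalent concentration from an on-plate fluorescein standard curve.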
A350 fluor: qHTS Assay for Spectroscopic Profiling in A350 Spectral Region; Compound autofluorescence, 340/450 nm, Alexa 350 dye-equivalents; active compounds read high; max dye-equivalent concentration, M; 59,000 compounds, 11% hits; AID 590, 2007; in the data active = max dye-equivalent concentration above about 10 nM; inconclusive = mostly about 1.1 nM to 9.6 nM
USP2a inh: qHTS Assay for Inhibitors of Ubiquitin-specific Protease USP2a; USP2a enzymatic assay, qHTS inhibition; Potency, µM (highest dose often 38.3 µM), inactives show top-dose activity change, negative = inhibition, most hits filed as inhibitors; 60,000 compounds, 0.1% hits; Ubiquitin carboxyl-terminal hydrolase 2 (Homo sapiens), O75604;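 note: potency is the fitted concentration of half-maximal effect; nearly all actives have a fitted effect of over 60% in size; plate controls were DMSO for no effect and NEM full inhibition control for full effect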
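USP2 core (20 nM final) was preincubated with compound for 30 min at RT in 20 mM Tris-HCl pH 8.0, 2 mM CaCl2, 2 mM beta-mercaptoethanol; Ub-PLA2 (20 nM) plus NBD C6-HPC (20 uM) then added, fluorescence read after 2.5 h.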
Texas Red fluor: qHTS Assay for Spectroscopic Profiling in Texas Red Spectral Region. max dye-equivalent concentration, M. AID 587, 2007. 59,000 compounds, 0.06% hits. Compound fluorescence, Texas Red channel, 547/618 nm; active compounds read high; in the data active = max dye-equivalent concentration above about 10 nM; inconclusive = between about 1.1 nM and that limit
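Dye-equivalent concentrations come from scaling compound signal (ex 547, em 618 nm) to six Texas Red standard concentrations run on every plate, after 15 min room-temperature incubation in pH 8.0 Tris (100 mM).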
Casp1 inh: qHTS Assay for Allosteric/Competitive Inhibitors of Caspase-1 | P29466 | Potency, µM (doses to about 57.5 µM), without a hit: at the highest dose activity change, negative = inhibition, actives largely listed as inhibitors | 75,000 compounds, 0.03% hits | Caspase-1 enzyme, Ac-WEHD-AFC fluorogenic rate;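 note: potency is the fitted concentration of half-maximal effect; plate controls were vehicle for no effect and no substrate for full effect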
BRCT PPI green: qHTS Assay for Inhibitors of BRCT-Phosphoprotein Interaction (Green Fluorophore); Breast cancer type 1 susceptibility protein (Homo sapiens), P38398; BRCA1 BRCT-phosphopeptide binding, green fluorescence polarization; Potency, µM (titrated, usually from 76.9 µM), for inactives: at the top dose activity change, negative = inhibition, most hits filed as inhibitors; 75,000 compounds, 0.05% hits;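 note: potency is the fitted concentration of half-maximal effect; plate controls were peptide without protein for full effect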
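Fluorescence polarization: His-tagged BRCT (~35 kDa BRCA1 C-terminus, 250 nM) bound to 100 nM fluorescein-labeled phosphorylated 10-aa BACH1 peptide, pH 7.3 phosphate buffer with DTT and Tween 20. Compounds incubated 12 min at room temperature; inhibition read as lowered polarization.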
BRCT PPI red: qHTS Assay for Inhibitors of BRCT-Phosphoprotein Interaction (Red Fluorophore); Breast cancer type 1 susceptibility protein (Homo sapiens), P38398; BRCT-phosphopeptide binding, red fluorescence polarization; AID 892, 2007; 75,000 compounds, 0.03% hits; Potency, µM (highest dose often 76.9 µM), inactives show at the highest dose activity change, negative = inhibition, usual class: inhibitors; note: % is set by controls: 0 for no effect and ±100 for the full control effect
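Fluorescence polarization: 100 nM His-tagged BRCA1 BRCT with 100 nM TAMRA-labelled phospho-BACH1 decapeptide, phosphate buffer pH 7.3 with 150 mM NaCl, DTT, 0.01% Tween 20; 12 min RT. Binding inhibition seen as FP decrease.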
4MU fluor: qHTS Assay for Spectroscopic Profiling in 4-MU Spectral Region | compound autofluorescence, 340/450 nm, 4-MU equivalents; active compounds read high | max dye-equivalent concentration, M | 59,000 compounds, 11% hits | AID 589, 2007; in the data active = max dye-equivalent concentration above about 10 nM; inconclusive = mostly about 1.1 nM to 9.6 nM
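Compounds in 100 mM Tris, pH 8.0, sat 15 min at room temperature before fluorescence was read at 340 nm excitation/450 nm emission; a per-plate six-point 4-MU standard curve converted signals to dye-equivalent concentration at each compound concentration.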
Rhodamine fluor: qHTS Assay for Spectroscopic Profiling in Rhodamine Spectral Region | max dye-equivalent concentration, M | 59,000 compounds, 0.05% hits | Rhodamine-region fluorescence, 547/598 nm, Tris buffer; active compounds read high; in the data active = max dye-equivalent concentration above about 11 nM; inconclusive = between about 1.1 nM and that limit
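Steps: pin-transfer compounds into pH 8.0 Tris (100 mM), hold 15 min at room temperature, image with a 547/598 nm filter pair, and convert intensities to rhodamine-equivalent concentration using a six-point on-plate rhodamine series.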
HEK293 cAMP cs: qHTS Assay for Agonists of the Thyroid Stimulating Hormone Receptor: Activators of Intracellular cAMP Concentrations in Parental HEK 293; parental HEK293 CNG cAMP sensor, membrane potential fluorescence; Potency, µM (doses to about 57.1 µM), inactives show at the top dose activation, most hits filed as activators; 73,000 compounds, 2.5% hits; note: potency is the fitted concentration of half-maximal effect; % of control where 0% means no effect; nearly all actives have a fitted effect of over 55% in size
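Parental HEK 293 cells stably expressing a cAMP-gated CNG channel were loaded with membrane potential dye containing 100 uM RO 20-1724 for 60 min. Compound added for 30 min; depolarization read as fluorescence intensity at 590 nm.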
Casp7 inh: qHTS Assay for Allosteric/Competitive Inhibitors of Caspase-7. P55210. recombinant caspase-7, Ac-DEVD-AFC fluorescence rate. Potency, µM (top dose mostly 57.5 µM), for the others: at the highest dose activity change, negative = inhibition, usual class: inhibitors. 75,000 compounds, 0.02% hits; active = well fitted inhibition curve with a large enough effect in the main read-out, with a control signal flat, not every such curve was filed as active; inconclusive = small, poorly fitted or top-dose-only effect, or a change in a side signal; note: potency is the fitted concentration of half-maximal effect; % of control where 0% means no effect
Starred values were filed as active, the others as inactive; i = inactive; ? = inconclusive; . = not tested or not shown; & = joins results of further samples; [ ] = remark or other dose. Unless noted, calls come from the whole dose curve; as a rule, active = well fitted curve in the direction sought with a large enough effect; inconclusive = small, poorly fitted or top-dose-only effect, or another doubt; inactive = no such curve, though single readings can be large; an effect the other way counts as inactive or inconclusive.

SMILES	Casp1 inh	Texas Red fluor	BRCT PPI red	HEK293 cAMP cs	Fluorescein autfl	4MU fluor	Rhodamine fluor	Casp7 inh	USP2a inh	A350 fluor	BRCT PPI green
COc1cccc(NC(=O)C2CCCN(S(=O)(=O)c3cccc4cccnc34)C2)c1 (stereo unspecified)	-3%	.	0.2%	-4%	.	.	.	-2%	.	.	0.9%
Oc1c(C(c2ccccc2)N2CCc3ccccc3C2)sc2ncnn12 (stereo unspecified)	-5%	.	0.0%	2%	.	.	.	-1%	.	.	0.1%
CCCc1cc(=O)[nH]c(Nc2ccc(N3CCCCC3)cc2)n1	-2%	i	-0.1%	-14%	i	?	i	0%	23%	?	-0.6%
CC(=O)C1C(c2ccc(F)c(F)c2)NC(=O)NC1(O)C(F)(F)F (stereo unspecified)	0%	i	-1.1%	2%	i	i	i	-3%	-1%	i	-2.3%
CC(C)=CCc1c(O)cc(O)c2c1O[C@H](c1ccccc1)CC2=O	-1%	i	-1.1%	26%	i	?	i	-2%	.	?	-0.3%
CCCOC(=O)CCc1n[nH]c(=O)[nH]c1=O	1%	i	-0.2%	10%	i	i	i	-1%	0%	i	-2.9%
CCc1ccc(S(=O)(=O)NC(CC(=O)O)c2ccccc2)cc1 (stereo unspecified)	0%	.	-1.3%	-1%	.	.	.	-1%	.	.	-0.7%
O=C(O)c1cc(=O)c2ccc(Cl)cc2[nH]1	4%	i	-1.4%	-1%&-6%	i	?	i	1%	-2%	?	1.8%
COc1cc(C(=O)Nc2ccc(NC(=O)C(C)C)nc2)cc(OC)c1OC	0%	i	-1.2%	-3%	i	i	i	0%	-5%	i	-0.8%
O=C(CN1C2CCC1CC(NC(=O)NC1CCCCC1)C2)NC1CC1 (stereo unspecified)	0%	?	-0.7%	-10%	?	i	i	-1%	2%	i	-3.0%
COc1ccc(Cl)cc1-n1c(N)c(C(N)=O)sc1=S	2%	i	-0.7%	-3%	i	i	i	-1%	-12%	?	1.8%
CCN(CCCNS(=O)(=O)c1ccc2c(c1)CCN2C(C)=O)c1cccc(C)c1	-1%	.	-0.3%	16%	.	.	.	-3%	.	.	-2.8%
O=C(CN1C(=O)NC2(CCCC2)C1=O)Nc1nc(-c2ccc(F)cc2)cs1	0%	i	-3.9%	-15%	i	i	i	-1%	-7%	i	0.2%
COCCCNC(=O)Cn1cc(C(C)=O)c2ccccc21	1%	i	0.2%	?	?	i	i	-1%	-3%	i	-0.8%
O=C(CSc1ccc2nnc(-c3ccccn3)n2n1)NCC1CCCO1 (stereo unspecified)	3%	.	0.4%	12%	.	.	.	-2%	.	.	-2.7%
COc1ccc(NC(=O)NC(C(F)(F)F)C(F)(F)F)cc1	-3%	.	-1.0%	15%	.	.	.	-1%	5%	.	-0.7%
CN1CCN(C2=Nc3cc(Cl)ccc3Nc3ccccc32)CC1	-8%	i	1.1%	-18%	?	i	i	1%	7%	i	2.6%
O=S(=O)(Nc1ccc2c(c1)nc1n2CCN(Cc2ccccc2)C1)c1ccc(F)cc1	?	i	-2.1%	-3%	i	1.2e-08M*	i	-28%	39%[activator]	1.2e-08M*	2.3%
CCOC(=O)CN(C(=O)CSc1nnc2c(n1)[nH]c1ccc(OC)cc12)c1ccc(F)cc1	-5%	i	0.2%	6%	i	i	i	-3%	257%[activator]	i	-2.2%
COc1cc(OC)cc(C(=O)OCn2nnc3ccccc3c2=O)c1	-2%	.	-0.5%	?	.	.	.	-1%	.	.	-1.5%
CCOC(=O)C(C#N)C(c1cccnc1)c1c(C)[nH][nH]c1=O (stereo unspecified)	-1%	i	-1.1%	14%	i	i	i	1%	-2%	i	0.0%
O=C(NC12CC3CC(CC(C3)C1)C2)c1ccccc1O	-1%	?	-2.5%	?	?	i	i	-3%	-3%	i	-1.9%
CC(C)(C)OC(=O)N1CCNc2ccccc2C1	1%	?	0.1%	9%	i	i	i	-2%	-1%	i	-2.6%
O=C(O)CCC(O)=C1S(=O)(=O)OCCOS1(=O)=O	-2%[11.5 µM]	i	1.1%[15.4 µM]	-2%[11.4 µM]	i	i	i	-2%[11.5 µM]	.	i	-0.9%[15.4 µM]
CC1(C)CC(=O)C2=C(C1)NC(=O)CC2c1cc2c(cc1Br)OCO2 (stereo unspecified)	2%	i	1.9%	0%	?	i	i	0%	12%	i	1.8%
CCN(CC)c1cccc(O)c1	-6%	.	-0.6%	29%	.	.	.	-1%	.	.	-0.4%
COc1ccc(N(CC(=O)NCc2ccc3c(c2)OCO3)S(=O)(=O)c2c(C)nn(C)c2C)cc1	0%	.	1.5%	-5%	.	.	.	-2%	.	.	1.2%
CCn1cnc2c1c(=O)n(CC(=O)N1CCc3ccccc31)c(=O)n2Cc1ccccc1	0%	i	-0.8%	2%	i	i	i	-1%	24%	i	6.3%
Cc1oc2ccc(OC(=O)N3CCOCC3)cc2c1C(=O)OC(C)C	1%	.	-0.9%	5%	.	.	.	-1%	7%	.	-0.2%
CC(C)=C1C(=O)C(c2ccccc2)=C2CN3C(=O)N(CCc4ccccc4)C(=O)[C@]3(C)[C@H]21	-3%	.	-1.4%	?	.	.	.	-4%	.	.	1.4%
COc1ccc(C2c3c(oc4ccccc4c3=O)C(=O)N2Cc2ccncc2)cc1OC (stereo unspecified)	0%	i	-0.9%	?	i	i	i	0%	71%[activator]	i	-0.8%
CCOc1ccc(-c2cc(CCCC(=O)NCCc3ccc(OC)c(OC)c3OC)no2)cc1	-1%	i	0.3%	6%[2.29 µM]	i	i	i	3%	11%	?	-3.2%
c1ccc(-c2cc(-c3nn4c(-c5ccco5)nnc4s3)c3ccccc3n2)cc1	-10%	i	-1.9%	?	i	i	i	-7%	38%[activator]	i	-0.3%
Cn1c(CN2CCCC2)nc2cc(NS(=O)(=O)c3ccccc3)ccc21	0%	i	0.0%	3%	i	i	i	0%	8%	i	-0.6%
CCC(=O)c1ccc(N2CCN(C(=O)COc3ccc(F)cc3)CC2)c(F)c1	-2%	.	0.0%	?	.	.	.	-2%	11%[7.66 µM]	.	-1.1%
COc1cc2c(cc1OC)C1(CCCC1)C(N)=C2C#N	.	i	.	.	i	i	i	.	.	i	.
Cc1cc(=O)oc2cc(OCC(=O)OCc3nnc(-c4ccccc4)o3)ccc12	-1%	i	-0.8%	-2%	i	1.7e-08M*	i	-1%	32%[activator]	1.7e-08M*	1.3%
Cc1noc(C(=O)Nc2ccc3c(c2)OCO3)c1Cl	-2%	.	-0.6%	8%	.	.	.	-4%	.	.	-1.2%
O=C(COc1ccc(-c2nnco2)cc1)NC1CCCc2ccccc21 (stereo unspecified)	1%	?	0.7%	0%	?	i	i	1%	12%	i	-1.6%
C=CCn1c(C(C)NC(=O)C(C)(C)C)nc2ccccc21 (stereo unspecified)	1%	i	-0.7%	0%	i	i	i	2%	0%	i	-3.3%
COc1ccc(OC)c(NC(=O)CCN2CCN(c3ccccc3)CC2)c1	1%	?	-1.7%	20%	i	i	i	3%	.	i	-1.9%
CCOC(=O)C(Oc1ccc(=O)[nH]n1)C(C)=O (stereo unspecified)	.	i	.	.	i	i	i	.	.	i	.
COc1ccc(C(=O)NCc2cn3ccccc3n2)cc1	1%	i	0.8%	2%	i	i	i	1%	5%	i	-1.4%
CC(C)CC1NC(=O)N(CC(=O)c2ccc3c(c2)OCCO3)C1=O (stereo unspecified)	2%	i	-0.4%	9%	i	i	i	0%	15%	i	-1.3%
CC(C(=O)NC1=NCCS1)(C(F)(F)F)C(F)(F)F	-1%	i	-0.5%	17%	i	i	i	-1%	13%	i	-3.2%
CN(C)c1cccc2c(S(=O)(=O)N3CCOCC3)cccc12	.	i	.	.	i	i	i	.	.	?	.
c1ccc(-c2noc(C3CCCCC3)n2)nc1	-2%	i	0.1%	4%	i	i	i	-1%	1%	i	-0.5%

Only part of the results is shown; rates above refer to the full screens.
